Screens as filed in PubChem BioAssay.
V1aR counter: counter-screen for oxytocin receptor agonists: human V1a receptor agonists | CHO-V1R cells, Fluo-8 calcium fluorescence, agonist mode; 0% DMSO, 100% 3 nM vasopressin | activation, % at 3 µM | AID 2797 | actives 0.25% (n = 320,000);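 active = activation above the mean activation of all tested compounds plus 3 SD, per screening run, cut at about 20% in these data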;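 note: signal is peak over basal fluorescence ratio across a 100 second FLIPR read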
GPR7 antag: human neuropeptides B/W receptor 1 antagonism. P48145. GPR7-expressing cells, fluorescence antagonist assay. inhibition, % at 4.4 µM. actives 1.1% (n = 290,000); in the data active = inhibition above about 16%, passing the limit was not always enough;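 note: cells stimulated with the agonist NPW; 0% = agonist with vehicle and 100% = vehicle without agonist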
MEKK2 WT-MEK5: raises or lowers MEK5 binding to wildtype human MEKK2 PB1 domain. Q9Y2U5. bead flow cytometry, Alexa488-MEK5 binding to MEKK2 WT; actives lie on both sides. binding response (% of control), % at 10 µM. actives 1.1% (n = 290,000); in the data active = binding response below about 67% or above about 130%
GalR3 antag: antagonists of human GalR3 | HEK293 GalR3-CNG cAMP membrane potential fluorescence; galR3 body fused to GalR1 C-terminus | inhibition, % at 3 µM | O60755 | actives 0.44% (n = 360,000);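 active = inhibition above the screen-wide average plus 3 SD, cut at about 13% in these data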;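 note: forskolin and galanin both at EC90 stimulate the cells; cAMP rise reported by CNG channel membrane potential dye signal; 0% = forskolin plus galanin with DMSO and 100% = forskolin alone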
Target sequence (O60755 1-299 limits assumed): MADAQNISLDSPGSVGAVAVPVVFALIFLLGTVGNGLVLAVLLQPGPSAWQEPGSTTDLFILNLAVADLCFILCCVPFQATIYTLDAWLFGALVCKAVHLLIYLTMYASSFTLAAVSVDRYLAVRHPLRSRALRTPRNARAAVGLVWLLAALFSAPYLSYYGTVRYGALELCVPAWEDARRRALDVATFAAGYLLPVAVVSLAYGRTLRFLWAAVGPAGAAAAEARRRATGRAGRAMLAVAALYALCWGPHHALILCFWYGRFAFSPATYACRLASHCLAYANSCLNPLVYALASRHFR
OXTR ag: activates the human oxytocin receptor; P30559; CHO-OTR cells, Fluo-8 calcium fluorescence; normalized: DMSO 0%, oxytocin 100%; activation, % at 3 µM; actives 0.32% (n = 320,000);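 active = activation above the mean of all tested compounds plus 3 SD, cutoff set per screening run, cut at about 20% in these data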;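 note: peak over basal fluorescence ratio from a 100 s FLIPR kinetic read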
Target sequence (P30559 whole entry, looked up): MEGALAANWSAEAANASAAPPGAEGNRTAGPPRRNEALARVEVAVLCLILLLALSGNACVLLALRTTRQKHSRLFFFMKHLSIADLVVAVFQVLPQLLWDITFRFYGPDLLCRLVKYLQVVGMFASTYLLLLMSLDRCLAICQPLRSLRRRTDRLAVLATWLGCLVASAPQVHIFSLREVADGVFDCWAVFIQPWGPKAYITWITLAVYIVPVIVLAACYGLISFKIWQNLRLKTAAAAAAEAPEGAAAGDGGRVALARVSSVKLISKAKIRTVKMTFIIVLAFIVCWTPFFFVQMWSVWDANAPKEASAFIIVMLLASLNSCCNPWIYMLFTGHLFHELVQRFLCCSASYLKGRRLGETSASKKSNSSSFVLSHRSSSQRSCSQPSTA
MEKK3 PB1 HTS: modulators (inhibitors or enhancers) of MEK5 binding to human MEKK3 PB1 domain; AID 1529; bead-based flow cytometry, Alexa488-MEK5 binding to MEKK3; actives lie on both sides; 0 = blocked by unlabeled MEK5, 100 = vehicle; binding response (% of control), % at 10 µM; Q99759; actives 1.4% (n = 290,000);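 active = binding response more than 3 SD above or below the average of its plate-row segment, actives on both sides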;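 note: Alexa488 bead fluorescence after subtracting the streptavidin-only scavenger bead signal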
PHOSPHO1 block: PHOSPHO1 (human) inhibition | AID 1565 | recombinant PHOSPHO1, absorbance phosphatase assay | actives 1.1% (n = 290,000) | inhibition, % at 13.3 µM; in the data active = inhibition above about 60%
Target sequence (Q8TCT1 whole entry, looked up): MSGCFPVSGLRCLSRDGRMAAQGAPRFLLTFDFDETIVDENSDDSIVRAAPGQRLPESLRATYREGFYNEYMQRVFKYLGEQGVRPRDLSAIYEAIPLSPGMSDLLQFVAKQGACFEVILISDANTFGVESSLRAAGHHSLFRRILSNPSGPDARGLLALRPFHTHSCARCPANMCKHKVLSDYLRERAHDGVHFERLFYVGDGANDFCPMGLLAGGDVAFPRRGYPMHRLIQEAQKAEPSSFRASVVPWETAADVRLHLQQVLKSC
NALP1 inh: blocks the NALP1 inflammasome reconstituted in yeast. S. cerevisiae NALP1/ASC/caspase-1 growth, X-gal OD620, 72 h. inhibition, % at 10 µM. actives 0.61% (n = 280,000); in the data active = inhibition mostly above about 24%, no sharp cut-off; inactive = mostly below about 32%; note: some compounds called inactive have numbers as strong as hits
MEKK2mut PB1 HTS: signal of MEK5 binding to mutant human MEKK2 PB1 domain. bead flow cytometry, Alexa488-MEK5 binding to MEKK2 mutant. percent response, % at 10 µM. actives 0.35% (n = 290,000); in the data active = percent response above about 24%, passing the limit was not always enough; note: inactives centre near 1; some results filed as inactive read as strong as hits; reference of the scale not given here
The depositor's hits bear a star. Compounds were not picked by outcome. About 5.4% of those tested had a hit in this group.

Screening CCn1cc(C(=O)O)c(=O)c2cc(S(=O)(=O)N3CCCCCC3)ccc21 returned V1aR counter -0.3, GPR7 antag -5, MEKK2 WT-MEK5 95, GalR3 antag 2, OXTR ag -0.8, MEKK3 PB1 HTS 97, PHOSPHO1 block 56, NALP1 inh 5 and MEKK2mut PB1 HTS -6.
For O=C(c1cccc(N2C(=O)c3ccccc3C2=O)c1)N1CCCCCC1 the results were V1aR counter 0.9, GPR7 antag 1, MEKK2 WT-MEK5 102, GalR3 antag -2, OXTR ag 0.2, MEKK3 PB1 HTS 113, PHOSPHO1 block -4, NALP1 inh -7 and MEKK2mut PB1 HTS -1.
For CCOC(=O)C1=C(N)n2c(s/c(=C\c3ccco3)c2=O)=C(C(=O)OCC)C1c1ccco1 (configuration not stated) the results were V1aR counter -0.9, GPR7 antag -6, MEKK2 WT-MEK5 102, OXTR ag -0.1, MEKK3 PB1 HTS 103, PHOSPHO1 block -5, NALP1 inh -4 and MEKK2mut PB1 HTS 4.
Screening Cc1cc(C)cc(NC(=O)CCN2C(=O)c3ccccc3C2=O)c1 returned GPR7 antag -2, MEKK2 WT-MEK5 96, GalR3 antag -6, MEKK3 PB1 HTS 97, PHOSPHO1 block 15, NALP1 inh 14 and MEKK2mut PB1 HTS -7.
Screening CC(=O)Nc1scc(C)c1-c1nc2ccccc2s1 returned V1aR counter 0.1, GPR7 antag -4, MEKK2 WT-MEK5 103, GalR3 antag -6, OXTR ag -2.5, MEKK3 PB1 HTS 104, PHOSPHO1 block 25, NALP1 inh 6 and MEKK2mut PB1 HTS -1.
For CCn1c(SCc2c(Cl)cccc2Cl)nnc1-c1nn(-c2ccccc2)ccc1=O the results were V1aR counter 2.1, GPR7 antag -2, GalR3 antag -1, OXTR ag 1.1, PHOSPHO1 block 7 and NALP1 inh -11.
For Cc1ccc(N2CC(c3nc4ccccc4n3C)CC2=O)cc1 (configuration not stated) the results were V1aR counter -0.4, GPR7 antag -10, MEKK2 WT-MEK5 96, GalR3 antag -4, OXTR ag 0.2, MEKK3 PB1 HTS 95, PHOSPHO1 block 20, NALP1 inh -16 and MEKK2mut PB1 HTS -3.
For Nc1cc(=O)[nH]c(SCC(=O)Nc2ncc(C(F)(F)F)cc2Cl)n1 the results were V1aR counter 0.8, GPR7 antag -12, MEKK2 WT-MEK5 99, GalR3 antag -3, OXTR ag -0.8, MEKK3 PB1 HTS 105, PHOSPHO1 block 13, NALP1 inh 12 and MEKK2mut PB1 HTS -3.
For CC(=O)C1=C(O)C(=O)N(c2ccccn2)C1c1ccccc1[N+](=O)[O-] (configuration not stated) the results were V1aR counter 0.1, GPR7 antag -15, MEKK2 WT-MEK5 102, GalR3 antag 0, OXTR ag 1.1, MEKK3 PB1 HTS 100, PHOSPHO1 block 20, NALP1 inh -1 and MEKK2mut PB1 HTS 5.
For Cc1cc(C)cc(NC(=O)Nc2ccc(NC(=O)c3ccccc3O)cc2)c1 the results were V1aR counter 0.5, GPR7 antag 6, MEKK2 WT-MEK5 107, GalR3 antag -6, OXTR ag -1.7, MEKK3 PB1 HTS 109, PHOSPHO1 block 36, NALP1 inh 0 and MEKK2mut PB1 HTS 7.
`FC(F)(F)c1cc(-c2cccs2)nc(N2CCOCC2)n1` gave V1aR counter -1.9, GPR7 antag -11, MEKK2 WT-MEK5 112, GalR3 antag -1, OXTR ag -1.0, MEKK3 PB1 HTS 112, PHOSPHO1 block -13, NALP1 inh 4 and MEKK2mut PB1 HTS 13.
Screening O=C(NNC(=O)C1CCN(c2ncccn2)CC1)c1ccc(F)cc1 returned V1aR counter -1.1, GPR7 antag -7, MEKK2 WT-MEK5 102, GalR3 antag -8, OXTR ag 0.1, MEKK3 PB1 HTS 101, PHOSPHO1 block 31, NALP1 inh 7 and MEKK2mut PB1 HTS 2.

Reprinted from the part before: two compounds; new compounds follow.
`FC(F)(F)c1cc(-c2cccs2)nc(N2CCOCC2)n1` gave V1aR counter -1.9, GPR7 antag -11, MEKK2 WT-MEK5 112, GalR3 antag -1, OXTR ag -1.0, MEKK3 PB1 HTS 112, PHOSPHO1 block -13, NALP1 inh 4 and MEKK2mut PB1 HTS 13.
Screening O=C(NNC(=O)C1CCN(c2ncccn2)CC1)c1ccc(F)cc1 returned V1aR counter -1.1, GPR7 antag -7, MEKK2 WT-MEK5 102, GalR3 antag -8, OXTR ag 0.1, MEKK3 PB1 HTS 101, PHOSPHO1 block 31, NALP1 inh 7 and MEKK2mut PB1 HTS 2.
O=S(=O)(NC1CCCCC1Oc1ccccc1)c1ccc(Cl)cc1 (configuration not stated) was read as V1aR counter -1.5, GPR7 antag -12, MEKK2 WT-MEK5 100, GalR3 antag -5, OXTR ag -1.9, MEKK3 PB1 HTS 101, PHOSPHO1 block 3, NALP1 inh 22 and MEKK2mut PB1 HTS -4.
Clc1ccc(-c2c[n+](Cc3cccc(Cl)c3)c3n2CCC3)cc1 was read as V1aR counter 0.6, GPR7 antag 3, MEKK2 WT-MEK5 108, GalR3 antag -6, OXTR ag -0.3, MEKK3 PB1 HTS 96, PHOSPHO1 block 7, NALP1 inh 32 and MEKK2mut PB1 HTS -1.
`O=C(COc1ccc(Cl)cc1)NNC(=O)c1ccccc1C(=O)O` gave GPR7 antag -4, MEKK2 WT-MEK5 101, GalR3 antag -3, MEKK3 PB1 HTS 102, PHOSPHO1 block 32, NALP1 inh -4 and MEKK2mut PB1 HTS 2.
For CC(C)(C)c1ccc(SCC(N)=O)cc1 the results were V1aR counter 2.2, GPR7 antag -4, MEKK2 WT-MEK5 99, GalR3 antag -2, OXTR ag 1.1, MEKK3 PB1 HTS 99, PHOSPHO1 block -2 and MEKK2mut PB1 HTS 14.
Screening NS(=O)(=O)c1ccc(CCNC(=O)c2cc([N+](=O)[O-])ccc2N2CCCCC2)cc1 returned V1aR counter 0.6, GPR7 antag 4, MEKK2 WT-MEK5 103, GalR3 antag -7, OXTR ag 0.0, MEKK3 PB1 HTS 106, PHOSPHO1 block 20, NALP1 inh 12 and MEKK2mut PB1 HTS 12.
`O=C(/C(N=Nc1cccc(C(F)(F)F)c1)=C(/O)c1cccs1)C(F)(F)F` gave V1aR counter 2.7, GPR7 antag -11, MEKK2 WT-MEK5 96, GalR3 antag -3, OXTR ag 2.8, MEKK3 PB1 HTS 101, PHOSPHO1 block 36, NALP1 inh -6 and MEKK2mut PB1 HTS -7.
`COc1ccccc1N1CCN(C(=O)C(=O)c2c(C)[nH]c3ccccc23)CC1` gave V1aR counter 2.1, GPR7 antag 1, MEKK2 WT-MEK5 99, GalR3 antag -5, OXTR ag 1.1, MEKK3 PB1 HTS 98, PHOSPHO1 block 44, NALP1 inh 3 and MEKK2mut PB1 HTS -1.
`Cn1c(SCC(=O)N2CCN(c3ccccc3)CC2)nnc1-c1ccncc1` gave V1aR counter 0.6, GPR7 antag -6, MEKK2 WT-MEK5 108, GalR3 antag -1, OXTR ag 0.4, MEKK3 PB1 HTS 108, PHOSPHO1 block 6, NALP1 inh -6 and MEKK2mut PB1 HTS 5.
COc1ccc(NC(=O)C(C)SCc2ccccc2)cc1OC (configuration not stated) was read as V1aR counter 4.4, GPR7 antag -5, MEKK2 WT-MEK5 105, GalR3 antag -4, OXTR ag 1.0, MEKK3 PB1 HTS 90, PHOSPHO1 block 11, NALP1 inh 10 and MEKK2mut PB1 HTS 4.
For COc1ccccc1-n1cnnc1SCc1csc(-c2ccccc2)n1 the results were V1aR counter 1.7, GPR7 antag 1, MEKK2 WT-MEK5 104, GalR3 antag 1, OXTR ag 2.0, MEKK3 PB1 HTS 104, PHOSPHO1 block 4, NALP1 inh -14 and MEKK2mut PB1 HTS 4.
For CCCCCCCC(=O)NNC(=O)c1ccc(F)cc1 the results were V1aR counter 1.1, GPR7 antag -10, MEKK2 WT-MEK5 90, GalR3 antag -6, OXTR ag -1.2, MEKK3 PB1 HTS 83, PHOSPHO1 block -135, NALP1 inh -10 and MEKK2mut PB1 HTS -3.
`CC1CCN(S(=O)(=O)c2cc(Br)cc(C(=O)NC3=NCCS3)c2)CC1` gave V1aR counter 4.5, GPR7 antag 5, MEKK2 WT-MEK5 98, GalR3 antag -4, OXTR ag 2.4, MEKK3 PB1 HTS 95, PHOSPHO1 block -22, NALP1 inh 4 and MEKK2mut PB1 HTS 0.
Screening Cc1nc(N2CCN(Cc3ccc4c(c3)OCO4)CC2)nc2c1C(=O)CC(c1ccco1)C2 (configuration not stated) returned V1aR counter 0.3, GPR7 antag -19, MEKK2 WT-MEK5 98, GalR3 antag -3, OXTR ag -1.2, MEKK3 PB1 HTS 97, PHOSPHO1 block 3, NALP1 inh 1 and MEKK2mut PB1 HTS -10.
O=S(=O)(Nc1cccc(-n2cnnn2)c1)c1ccccc1F was read as V1aR counter -0.4, GPR7 antag -8, MEKK2 WT-MEK5 101, GalR3 antag 0, OXTR ag 0.0, MEKK3 PB1 HTS 99, PHOSPHO1 block 7, NALP1 inh 14 and MEKK2mut PB1 HTS 3.
Screening Cc1ccc(N(CC(=O)N2CCCC2)S(C)(=O)=O)c(C)c1 returned V1aR counter 0.1, GPR7 antag -13, MEKK2 WT-MEK5 110, GalR3 antag -10, OXTR ag -0.2, MEKK3 PB1 HTS 104, PHOSPHO1 block 39, NALP1 inh 4 and MEKK2mut PB1 HTS 4.
Screening O=S(=O)(c1ccc(F)cc1)N1CCC(O)(c2ccc3c(c2)OCO3)CC1 returned V1aR counter 1.4, GPR7 antag 0, MEKK2 WT-MEK5 107, GalR3 antag -4, OXTR ag 3.0, MEKK3 PB1 HTS 111, PHOSPHO1 block 17, NALP1 inh 7 and MEKK2mut PB1 HTS 5.
For O=S(=O)(Nc1cccc2ccccc12)N1CCCC1 the results were V1aR counter 0.1, GPR7 antag 5, MEKK2 WT-MEK5 103, GalR3 antag -3, OXTR ag -1.2, MEKK3 PB1 HTS 101, PHOSPHO1 block 7, NALP1 inh 24 and MEKK2mut PB1 HTS 1.
For CSc1ccc(CNCC(O)c2ccccc2)cc1 (configuration not stated) the results were V1aR counter 2.4, GPR7 antag 4, MEKK2 WT-MEK5 92, GalR3 antag -6, OXTR ag 5.6, MEKK3 PB1 HTS 88, PHOSPHO1 block 34, NALP1 inh 6 and MEKK2mut PB1 HTS -5.
For O=C(c1cc(-c2ccc(Br)cc2)on1)N1CCCCCC1 the results were V1aR counter 0.1, GPR7 antag -2, MEKK2 WT-MEK5 104, GalR3 antag -7, OXTR ag -0.5, MEKK3 PB1 HTS 104, PHOSPHO1 block 12, NALP1 inh 2 and MEKK2mut PB1 HTS 0.
Screening O=C(Nc1cccc(O)c1)C(=O)Nc1ccccn1 returned V1aR counter 2.4, GPR7 antag 0, MEKK2 WT-MEK5 102, GalR3 antag 3, OXTR ag 2.7, MEKK3 PB1 HTS 98, PHOSPHO1 block -12, NALP1 inh 22 and MEKK2mut PB1 HTS -4.
`Cc1ccc(C(C)C)c(OCc2nnc(SCC(=O)Nc3nccs3)n2C)c1` gave V1aR counter 0.1, GPR7 antag -11, MEKK2 WT-MEK5 104, GalR3 antag 0, OXTR ag 0.7, MEKK3 PB1 HTS 99, PHOSPHO1 block 0, NALP1 inh 6 and MEKK2mut PB1 HTS 3.
For CCOC(=O)c1c(C)c2c(=O)[nH]cnc2n1-c1ccccc1 the results were V1aR counter 0.8, GPR7 antag -14, MEKK2 WT-MEK5 107, GalR3 antag -6, OXTR ag -0.8, MEKK3 PB1 HTS 107, PHOSPHO1 block 27, NALP1 inh 9 and MEKK2mut PB1 HTS 14.
Screening O=C(O)c1ccc(Cl)c(S(=O)(=O)Nc2ccccc2Cc2ccccc2)c1 returned V1aR counter -0.5, GPR7 antag -4, MEKK2 WT-MEK5 102, GalR3 antag -2, OXTR ag -0.7, MEKK3 PB1 HTS 102, PHOSPHO1 block -8, NALP1 inh 17 and MEKK2mut PB1 HTS 1.
